Assay outcomes from PubChem BioAssay.
Mito fusion act: qHTS Assay for Small Molecule Inhibitors of Mitochondrial Division or Activators of Mitochondrial Fusion | 320,000 compounds, 0.23% hits | Potency, µM (highest dose often 46.1 µM), without a hit: at the highest dose growth rescue (activation), actives largely listed as activators | S. cerevisiae fusion-defective mutant growth rescue, CellTiterGlo 48 h | AID 485298, 2010;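 further: potency means the concentration at half of the fitted maximal effect; % of control where 0% means no effect; nearly all actives have a fitted effect of over 45% in size; temperature-sensitive fusion mutants such as fzo1-1 at 37 °C on non-fermentable ethanol glycerol medium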
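Compounds are tested for their ability to restore growth of mitochondrial fusion-defective yeast strains at non-permissive 37C in YPEG medium over 48 hours. Viability is quantified by luciferase luminescence.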
Eya2 phos inh: qHTS Assay for Inhibitors of the Phosphatase Activity of Eya2 | Protein phosphatase EYA2 (Homo sapiens), O00167 | recombinant Eya2, OMFP fluorescence dephosphorylation (OMFP is methylfluorescein phosphate) | Potency, µM (series often up to 76.9 µM), inactives show at the highest dose activity, negative = inhibition, hits mostly inhibitors | 330,000 compounds, 0.006% hits; further: potency means the concentration at half of the fitted maximal effect; on the % scale 0 is the no-effect control and ±100 the full control effect
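Eya2 (0.2 uM) preincubated 10 min at ambient with compound, then OMFP substrate added at 50 uM; 10 min reaction in 50 mM HEPES pH 7.5, 50 mM NaCl, 5 uM MgCl2, 0.05% BSA, 1 mM DTT. Fluorescence read at Ex 485/Em 525 nm.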
TCR act: Activators of T cell receptors: qHTS campaign. primary human leukocytes, anti-CD3, IL-2 HTRF, 48 h. Potency, µM (top dose mostly 9.22 µM), for the others: at the top dose activation of IL-2 secretion, actives largely listed as activators. 330,000 tested, under 10 active; further: % of control where 0% means no effect
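48 hr co-incubation of compounds, a-CD3 beads and primary human leukocytes; IL-2 quantified homogeneously by HTRF with anti-IL-2 K and d2 conjugates.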
USP2a inh: qHTS Assay for Inhibitors of Ubiquitin-specific Protease USP2a Using CHOP2 as the Reporter | USP2 core, Ub-CHOP2 coupled fluorogenic reporter, 485/531 | Potency, µM (top dose mostly 38.3 µM), without a hit: top-dose activity change, negative = inhibition, most hits filed as inhibitors | 330,000 compounds, 0.01% hits;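 further: potency means the concentration at half of the fitted maximal effect; plate controls were DMSO wells for no effect and full inhibition by NEM control for full effect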
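Cell-free coupled assay: 10nM USP2 core preincubated 30min RT with compound in Tris-HCl pH 8.0/CaCl2/CHAPS buffer, then 25nM Ub-CHOP2 and 25nM reporter substrate; fluorescence (Ex 485/Em 531) read after 60min RT, normalized to NEM inhibition, concentration-response curves fitted.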
TSG101-PTAP inh: qHTS Assay for Iinhibitors of HIV-1 Budding by Blocking the Interaction of PTAP/TSG101; Tumor susceptibility gene 101 protein (Homo sapiens), Q99816; Fluorescence polarization, FITC-PTAP peptide / Tsg101 binding; 340,000 tested, under 10 active; Potency, µM (highest dose often 115 µM), for inactives: at the top dose activity change, negative = inhibition, most hits filed as inhibitors; active means well fitted inhibition curve with a large enough effect in the main read-out, with a control signal flat, not every such curve was filed as active; inconclusive means small, poorly fitted or top-dose-only effect, or effect the other way, or a change in a side signal; inactive means no such curve, though single readings can be large or run the other way; further: potency means the concentration at half of the fitted maximal effect; % of control where 0% means no effect
Target sequence (Q99816 whole entry, looked up): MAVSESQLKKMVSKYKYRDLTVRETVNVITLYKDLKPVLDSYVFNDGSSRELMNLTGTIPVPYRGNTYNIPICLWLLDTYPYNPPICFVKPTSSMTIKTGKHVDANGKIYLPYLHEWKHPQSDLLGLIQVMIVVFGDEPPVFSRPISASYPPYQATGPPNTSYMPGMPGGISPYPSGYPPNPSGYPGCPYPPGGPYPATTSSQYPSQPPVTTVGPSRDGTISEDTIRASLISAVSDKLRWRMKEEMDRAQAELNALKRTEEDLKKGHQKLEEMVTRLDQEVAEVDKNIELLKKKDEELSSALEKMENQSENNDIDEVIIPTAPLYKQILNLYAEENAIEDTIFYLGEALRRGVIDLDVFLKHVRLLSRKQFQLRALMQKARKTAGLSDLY
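Steps: Tsg101 binding domain dispensed (10 uM final), compounds pinned in DMSO, FITC-labeled PTAP-motif peptide added (50 nM final); after 20 min binding at room temperature, polarization measured.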
TSHR antag: Antagonists of the Thyroid Stimulating Hormone Receptor: HTS campaign; TSHR-expressing cells, TSH-stimulated cAMP HTRF, 2 h; active compounds read low; 330,000 compounds, 0.2% hits; activity change, negative = inhibition, % at 11.5 µM; Thyrotropin receptor (Homo sapiens), P16473;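 active means activity change below a set negative limit, meaning inhibition stronger than a set level, cut at about -70% in these data; inconclusive means activity change between two set negative limits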; further: on the % scale 0 is the no-effect control and ±100 the full control effect
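Competitive HTRF cAMP read-out (cryptate anti-cAMP antibody, cAMP-d2; 30 min, room temperature) in freshly harvested TSHR cells. Compounds added before TSH at EC80 (4nM final), followed by 2 hours' incubation at 37 deg C.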
ELG1 repair inh: qHTS screen for small molecules that inhibit ELG1-dependent DNA repair in human embryonic kidney (HEK293T) cells expressing luciferase-tagged ELG1 | Potency, µM (doses to about 46.1 µM), without a hit: at the highest dose activity change, negative = inhibition, actives largely listed as inhibitors | HEK293T ELG1-luciferase reporter, luminescence, 16 h; DNA damage induced by 5-fluorouridine | 330,000 compounds, 2.3% hits; further: potency means the concentration at half of the fitted maximal effect; on the % scale 0 is the no-effect control and ±100 the full control effect; nearly all actives have a fitted effect of over 55% in size
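Step one: seed 2,000 cells per well. Step two: pin-transfer compound or DMSO alongside 5-fluorouridine. Step three: incubate 16 hr, 37 °C, 5% CO2. Step four: add ONE-Glo, wait 30 min, read luminescence.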
B2AR arrestin: qHTS assay of beta-arrestin-biased ligands of beta2-adrenergic receptor; Beta-2 adrenergic receptor (Homo sapiens), P07550; beta-arrestin recruitment to beta2AR, cell-based reporter; Potency, µM (top dose mostly 46.1 µM), without a hit: top-dose activation, usual class: activators; 330,000 compounds, 0.02% hits; AID 492947, 2010;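 further: potency means the concentration at half of the fitted maximal effect; 0% = DMSO controls and full agonism = EC100 isoproterenol or metaproterenol; nearly all actives have a fitted effect of over 65% in size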
Target sequence (P07550 whole entry, looked up): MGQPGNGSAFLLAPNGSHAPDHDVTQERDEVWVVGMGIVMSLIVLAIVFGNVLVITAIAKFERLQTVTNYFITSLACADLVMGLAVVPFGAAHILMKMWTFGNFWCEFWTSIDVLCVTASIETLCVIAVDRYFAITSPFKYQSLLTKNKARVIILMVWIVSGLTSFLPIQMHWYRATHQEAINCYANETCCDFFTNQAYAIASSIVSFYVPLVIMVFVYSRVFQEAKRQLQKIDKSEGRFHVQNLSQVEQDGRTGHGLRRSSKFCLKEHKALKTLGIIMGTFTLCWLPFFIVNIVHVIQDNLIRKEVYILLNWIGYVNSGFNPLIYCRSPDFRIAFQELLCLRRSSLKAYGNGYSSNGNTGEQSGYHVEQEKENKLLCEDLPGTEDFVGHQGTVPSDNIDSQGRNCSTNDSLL
BCR signal inh: qHTS Assay to Find Inhibitors of Chronic Active B-Cell Receptor Signaling; ABC-DLBCL IkBa-CBG/CBR reporter, luminescence ratio, 4 h; Potency, µM (doses to about 46.1 µM), without a hit: at the top dose ratio change, negative = lower green/red ratio, usual class: inhibitors; 340,000 compounds, 0.05% hits; AID 493014, 2011; active means well fitted inhibition curve with a large enough effect in the signal ratio, with a control signal flat, not every such curve was filed as active; inconclusive means small, poorly fitted or top-dose-only effect, or effect the other way, or a change in a side signal; the % refers to the signal ratio;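 further: potency means the concentration at half of the fitted maximal effect; plate controls were basal doxycycline-induced cells for no effect and cells given 10 µM MG132 for full effect; MG132 reads +100%, hits lower the ratio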
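TMD8 human ABC-DLBCL cells with doxycycline-inducible IκBα–green luciferase fusion and unfused red luciferase, in 0.5% FBS medium; compounds up to 46 uM, 4 h at 37C. Green/red luminescence ratio, filter-overlap corrected, fitted to concentration-response curves.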
Tb PFK inh: qHTS Assay to Find Inhibitors of T. brucei phosphofructokinase | 330,000 compounds, 0.17% hits | AID 485367, 2010 | ATP-dependent 6-phosphofructokinase (Trypanosoma brucei brucei), O15648 | Potency, µM (highest dose often 57.5 µM), inactives show top-dose activity, negative = inhibition, most hits filed as inhibitors | T. brucei PFK, ADP-Glo luminescence;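 further: potency means the concentration at half of the fitted maximal effect; 0% = uninhibited 1x PFK enzyme wells and -100% = no-enzyme wells; nearly all actives have a fitted effect of over 60% in size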
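Compounds were pin-transferred as a titration series up to 57 uM into substrate buffer (0.5 mM F6P, 0.1 mM ATP, pH 8.0), then 1.25 nM PFK was added and reactions ran 45 min before ADP-Glo detection.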
uPA generation: qHTS for Inhibitors of Cell Surface uPA Generation | cell surface uPA generation assay, qHTS | Potency, µM (titrated, usually from 38.3 µM), for inactives: at the top dose activity change, negative = inhibition, actives largely listed as inhibitors | AID 540303, 2011 | 330,000 compounds, 0.31% hits; active means well fitted inhibition curve with a large enough effect; inconclusive means small, poorly fitted or top-dose-only effect; inactive means no such curve, though single readings can be large or run the other way; tested in mouse RAW 264.7 cells; further: potency means the concentration at half of the fitted maximal effect; on the % scale 0 is the no-effect control and ±100 the full control effect; nearly all actives have a fitted effect of over 55% in size
The depositor's hits bear a star; ? = inconclusive; . = no result given; [ ] = remark or other dose. Unless noted, the call rests on the fitted dose curve; in most records, active means well fitted curve in the direction sought with a large enough effect; inconclusive means small, poorly fitted or top-dose-only effect, or another doubt; inactive means no such curve, though single readings can be large; an effect the other way counts as inactive or inconclusive. The order is random; overall some 3% were active at least once.

cpd	smiles	Mito fusion act	Eya2 phos inh	TCR act	USP2a inh	TSG101-PTAP inh	TSHR antag
1	CCc1nc2cc([N+](=O)[O-])c([N+](=O)[O-])cc2[nH]1	27.0%	-1.2%	-0.2%[46.1 µM]	4.3%	-0.1%	-2.0
2	O=C(Nc1cccc(-c2nnco2)c1)c1cccs1	1.3%	10.4%	-2.0%	0.0%	-4.1%	24.5
3	Cc1nc2ccccc2c(=O)n1/N=C/c1ccccn1	2.0%	-10.1%	6.4%	-0.7%	-7.1%	2.4
4	O=C1CC(Sc2ncccn2)C(=O)N1c1ccccc1 (configuration not stated)	-2.8%	-0.3%	-4.3%	0.4%	-3.9%	-9.1
5	Cc1ccc(C)c(S(=O)(=O)NCc2ccc(C(=O)N3CCCCCC3)cc2)c1	6.9%	-1.1%	-0.6%[46.1 µM]	-1.5%	3.3%	-7.5
6	CCCCCc1nnc(NC(=O)OCCC)s1	-2.3%	-16.0%	-3.3%	0.8%	-7.5%	6.7
7	CCOc1ccc2[nH]c(=O)c(CN(Cc3cccnc3)C(=O)Nc3ccccc3OC)cc2c1	6.7%	-32.5%	1.0%	-1.5%	-4.5%	-11.9
8	Cc1cccc(CCNC(=O)CC2C(=O)NCCN2Cc2ccccc2C)n1 (configuration not stated)	1.1%	3.7%	-3.9%	-0.2%	-8.5%	-34.9

cpd	ELG1 repair inh	B2AR arrestin	BCR signal inh	Tb PFK inh	uPA generation
1	-11.7%	-0.3%	4.6%	-1.9%	0.4%
2	?	0.3%	-5.0%	10.9%	-0.5%
3	?	-0.3%	0.8%	0.7%	-5.0%
4	17.2%	-0.6%	-0.7%	-0.3%	2.0%
5	-25.2%	0.5%	-0.6%	-0.9%	-0.9%
6	21.9%	0.5%	?	-9.2%	0.4%
7	?	-0.1%	10.8%	0.9%	-7.8%
8	-21.0%	-0.5%	0.3%	-0.5%	2.4%

(continued)
cpd	smiles	Mito fusion act	Eya2 phos inh	TCR act	USP2a inh	TSG101-PTAP inh	TSHR antag
9	CN(C)c1cc(-c2ccc(Br)cc2)oc(=O)c1Cl	2.0%	-18.9%	-3.4%	1.1%	0.7%	-2.2
10	CCOC(=O)c1sc2nc(C)cc(-c3ccccc3)c2c1N	?	-2.7%	4.7%[46.1 µM]	-1.2%	-1.1%	-7.8
11	CCOC(=O)C1=C(C)Nc2ncnn2C1c1cccnc1 (configuration not stated)	-0.3%	-23.4%	8.7%	-0.7%	-4.4%	-8.6
12	C=CCn1c(=O)c(C(=O)NCc2ccc3c(c2)OCO3)c(O)c2cc(OC)c(OC)cc21	6.0%	-2.7%	-4.1%	2.1%	-1.3%	10.6
13	Cc1ccc(NCc2nnc(SCCN3CCCCC3)n2CC2CCCO2)c(C)c1 (configuration not stated)	0.2%	23.1%	-2.5%	1.7%	-4.2%	15.3
14	CCOC(=O)C(C)n1cnc2c(nnn2-c2ccccc2)c1=O (configuration not stated)	0.6%	11.4%	4.6%	1.3%	-2.1%	-3.7
15	COc1ccccc1-n1c(SCC(=O)N2CCOCC2)nc2ccccc2c1=O	3.0%	-14.0%	-0.1%	1.7%	-0.5%	3.8
16	Cn1c(=O)c(C(=O)COC(=O)c2cc(-c3ccccc3)nc3ccccc23)c(N)n(Cc2ccccc2)c1=O	-4.5%	-0.9%	.	1.2%	.	1.4
17	CC(=O)NC(CC(=O)OCC(=O)N1c2ccccc2NC(=O)C1(C)C)c1ccccc1 (configuration not stated)	-1.9%	-14.6%	4.8%	-2.6%	-3.7%	-8.1
18	CN(CC(=O)Nc1cccc(F)c1)C(=O)c1ccncc1	1.2%	-1.3%	-3.6%	0.0%	-1.9%	13.1
19	Cc1ccc(-n2c(SCC(=O)N3CCOCC3)nnc2-c2cccnc2)cc1	0.2%	3.0%	0.5%	5.4%	-8.7%	14.8

cpd	ELG1 repair inh	B2AR arrestin	BCR signal inh	Tb PFK inh	uPA generation
9	?	0.5%	?	0.5%	-4.6%
10	-6.8%	-0.2%	-5.5%	7.8%	-5.7%
11	-9.2%	0.1%	-0.2%	-0.3%	4.2%
12	20.0%	0.3%	0.0%	2.0%	-1.2%
13	?	0.1%	5.6%	0.5%	-0.3%
14	?	-0.1%	-3.5%	0.3%	-7.9%
15	11.1%	0.0%	1.0%	-7.7%	-1.5%
16	?	-0.8%	?	2.9%	.
17	6.7%	0.1%	0.6%	0.4%	6.4%
18	17.7%	0.4%	1.4%	4.3%	3.9%
19	?	-0.7%	?	5.8%[0.46 µM]	.

Some of the entries above, set out differently.
#8 Cc1cccc(CCNC(=O)CC2C(=O)NCCN2Cc2ccccc2C)n1 (configuration not stated)
#9 CN(C)c1cc(-c2ccc(Br)cc2)oc(=O)c1Cl
#10 CCOC(=O)c1sc2nc(C)cc(-c3ccccc3)c2c1N
#11 CCOC(=O)C1=C(C)Nc2ncnn2C1c1cccnc1 (configuration not stated)
#12 C=CCn1c(=O)c(C(=O)NCc2ccc3c(c2)OCO3)c(O)c2cc(OC)c(OC)cc21
#13 Cc1ccc(NCc2nnc(SCCN3CCCCC3)n2CC2CCCO2)c(C)c1 (configuration not stated)
#14 CCOC(=O)C(C)n1cnc2c(nnn2-c2ccccc2)c1=O (configuration not stated)
#15 COc1ccccc1-n1c(SCC(=O)N2CCOCC2)nc2ccccc2c1=O
screen / no.	8	9	10	11	12	13	14	15
Mito fusion act	1.1%	2.0%	?	-0.3%	6.0%	0.2%	0.6%	3.0%
Eya2 phos inh	3.7%	-18.9%	-2.7%	-23.4%	-2.7%	23.1%	11.4%	-14.0%
TCR act	-3.9%	-3.4%	4.7%[46.1 µM]	8.7%	-4.1%	-2.5%	4.6%	-0.1%
USP2a inh	-0.2%	1.1%	-1.2%	-0.7%	2.1%	1.7%	1.3%	1.7%
TSG101-PTAP inh	-8.5%	0.7%	-1.1%	-4.4%	-1.3%	-4.2%	-2.1%	-0.5%
TSHR antag	-34.9	-2.2	-7.8	-8.6	10.6	15.3	-3.7	3.8
ELG1 repair inh	-21.0%	?	-6.8%	-9.2%	20.0%	?	?	11.1%
B2AR arrestin	-0.5%	0.5%	-0.2%	0.1%	0.3%	0.1%	-0.1%	0.0%
BCR signal inh	0.3%	?	-5.5%	-0.2%	0.0%	5.6%	-3.5%	1.0%
Tb PFK inh	-0.5%	0.5%	7.8%	-0.3%	2.0%	0.5%	0.3%	-7.7%
uPA generation	2.4%	-4.6%	-5.7%	4.2%	-1.2%	-0.3%	-7.9%	-1.5%

#16 Cn1c(=O)c(C(=O)COC(=O)c2cc(-c3ccccc3)nc3ccccc23)c(N)n(Cc2ccccc2)c1=O
screen / no.	16
Mito fusion act	-4.5%
Eya2 phos inh	-0.9%
TCR act	.
USP2a inh	1.2%
TSG101-PTAP inh	.
TSHR antag	1.4
ELG1 repair inh	?
B2AR arrestin	-0.8%
BCR signal inh	?
Tb PFK inh	2.9%
uPA generation	.
